Source: PubChem
HT1080NT lethal = kills 2HG-producing HT-1080-NT fibrosarcoma cells; HT-1080-NT fibrosarcoma viability, CellTiter-Glo ATP luminescence, 48 h; Potency, µM (highest dose often 46.1 µM), without a hit: top-dose activity, negative = less viability, actives largely listed as cytotoxic; 360,000 tested, 1.6% active; AID 686970;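 note: NT is the 2HG producing partner of a matched IDH1 knockdown line; potency is the fitted concentration of half-maximal effect; 0% = DMSO-treated cells and -100% = media-only wells without cells; nearly all actives have a fitted effect of over 55% in size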
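Toxicity toward the 2HG-producing NT line was scored as %Activity, normalised to DMSO and no-cell wells, from CellTiter-Glo luminescence after 48 hours' treatment.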
SW480 rerep = inducers of DNA re-replication in SW480 colon cancer cells; SW480 DNA re-replication, Hoechst DNA content imaging, 48 h; Potency, µM (top dose mostly 46.1 µM), for the others: at the top dose re-replication activation, actives largely listed as activators; 340,000 tested, 1.8% active; AID 624297; note: potency is the fitted concentration of half-maximal effect; % of control where 0% means no effect; nearly all actives have a fitted effect of over 55% in size
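DNA re-replication was detected as more nuclei of elevated Hoechst intensity after 48 hr exposure to compound (23 nL pinned per well of 250 cells).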
MCF10A rerep = induces DNA re-replication in MCF 10a normal breast cells; Potency, µM (highest dose often 46.1 µM), for inactives: top-dose activity, positive = re-replication, most hits filed as activators; 350,000 tested, 2.9% active; AID 624296; MCF 10A DNA re-replication, Hoechst nuclear intensity, 48 h; note: potency is the fitted concentration of half-maximal effect; % of control where 0% means no effect; nearly all actives have a fitted effect of over 50% in size
IL-1B inflam inh = blocks inflammasome-driven IL-1 beta release; activity change, % at 57.5 µM; THP-1 LPS/ATP IL-1B secretion, AlphaLISA, 16 h; active compounds read low; 360,000 tested, 4.7% active; in the data active = activity change below about -50%; inconclusive = mostly about -30% to -49%; note: % is set by controls: 0 for no effect and ±100 for the full control effect
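THP-1 cells pretreated 1 hr with compounds (up to 57.5 uM final), then stimulated with LPS (250 ng/mL final) plus ATP (1.25 mM final); secreted IL-1B measured by AlphaLISA after 16 hr, decreased signal indicating inhibition.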
HEK293 tox = cytotoxicity in counter-screen for GLP-1R inverse agonists; HEK293 cAMP-luciferase reporter cells, luminescence, 24 h; Potency, µM (top dose mostly 38.3 µM), for inactives: at the highest dose activity change, negative = inhibition, usual class: inhibitors; 410,000 tested, 0.13% active; AID 624418;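 note: loss of luciferase light is scored as toxicity; potency is the fitted concentration of half-maximal effect; % is set by controls: 0 for no effect and ±100 for the full control effect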
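Seeding density was 200 cells/uL; after overnight-length (12 h) culture, 23 nL compounds went on for 24 h at 37 °C. Readout used a luciferase detection reagent, luminescence taken after 12 min at room temperature.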
D3 ag = activates the human D3 dopamine receptor | AID 652048 | D3R DiscoveRx beta-arrestin cells, luminescence, 90 min | max activation, % | 410,000 tested, 0.58% active; in the data active = max activation above about 30%; note: 0% is about no effect; mostly tested at two doses, the higher about 12 µM
Target sequence (P35462 whole entry, looked up): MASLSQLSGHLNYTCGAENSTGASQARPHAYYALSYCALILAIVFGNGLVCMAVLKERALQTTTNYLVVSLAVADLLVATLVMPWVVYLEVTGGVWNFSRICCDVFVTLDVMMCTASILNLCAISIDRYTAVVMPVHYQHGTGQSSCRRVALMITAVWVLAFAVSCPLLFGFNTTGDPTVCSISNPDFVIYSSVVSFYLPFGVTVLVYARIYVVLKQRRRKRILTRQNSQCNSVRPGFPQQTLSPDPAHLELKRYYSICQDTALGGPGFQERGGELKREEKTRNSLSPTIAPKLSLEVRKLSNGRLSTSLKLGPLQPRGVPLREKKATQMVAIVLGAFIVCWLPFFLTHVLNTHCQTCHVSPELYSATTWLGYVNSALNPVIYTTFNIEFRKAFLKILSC
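Agonist-mode cell screen: cells plated at 1500/well and incubated overnight at 37 °C, then exposed to library compounds for 90 min at 37 °C. Detection reagent was added for 30–60 min at room temperature, and luminescence was read.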
KB-3-1 cytotox = KB-3-1 parental cell cytotoxicity. KB-3-1 viability, CellTiter-Glo ATP luminescence, 72 h. Potency, µM (highest dose often 46.1 µM), for the others: top-dose activity change, negative = cytotoxic, most hits filed as cytotoxic. 400,000 tested, 1.4% active; note: potency is the fitted concentration of half-maximal effect; % is set by controls: 0 for no effect and ±100 for the full control effect; nearly all actives have a fitted effect of over 60% in size
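Here the drug-naive KB-3-1 line serves as comparator for MDR sub-line selectivity; cells received compound titrations, 72 h at 37 °C, then CellTiter-Glo readout.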
KB-V1 MDR tox = kills drug-selected multidrug resistant KB-V1 cells; Potency, µM (doses to about 46.1 µM), without a hit: at the highest dose activity change, negative = cytotoxicity, usual class: cytotoxic; KB-V1 MDR cells viability, CellTiter-Glo, 72 h; 400,000 tested, 3.4% active; note: potency is the fitted concentration of half-maximal effect; % is set by controls: 0 for no effect and ±100 for the full control effect; nearly all actives have a fitted effect of over 60% in size
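Luminescent ATP read-out (CellTiter-Glo, 10 min) measures survival of drug-selected KB-V1 MDR cells after 72 h, 37 degrees C compound exposure. Medium: phenol-red-free DMEM, 10% FBS. Values from fitted concentration-response curves.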
HT1080 IDH1KD tx = toxicity to HT-1080 IDH1 knockdown cells (counter line); HT-1080 IDH1 knockdown viability, ATP luminescence, 48 h; Potency, µM (titrated, usually from 46.1 µM), for the others: at the highest dose activity, negative = toxicity, actives largely listed as cytotoxic; 360,000 tested, 2% active;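 note: potency is the fitted concentration of half-maximal effect; 0% = DMSO wells and -100% = cell-free medium wells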
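HT-1080-IDH1KD cells (IDH1 knocked down), 750/well in RPMI with 5% FBS, treated with compound 48 h at 37 degrees C. Viability by CellTiter-Glo luminescence, normalised to DMSO and no-cell wells; concentration-response curves classed.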
* marks the source's active call; other numbers are inactive results; ? = inconclusive; nt = not tested or not shown; [ ] = another dose, or the depositor's remark. Unless noted, calls come from the whole dose curve; as a rule, active = well fitted curve in the direction sought with a large enough effect; inconclusive = small, poorly fitted or top-dose-only effect, or another doubt; inactive = no such curve, though single readings can be large; an effect the other way counts as inactive or inconclusive. Rows are unselected. Share with any hit: about 11%.

SMILES	HT1080NT lethal	SW480 rerep	MCF10A rerep	IL-1B inflam inh	HEK293 tox	D3 ag	KB-3-1 cytotox	KB-V1 MDR tox	HT1080 IDH1KD tx
CC(C)(CC1(C)NC(=O)NC1=O)OCc1ccccc1 (stereo not drawn)	6%	-8%	-3%	9	-17%	7	15%	10%	0%
COc1cc(OC)cc(C(=O)NNC(=O)c2ccc(-n3cncn3)c([N+](=O)[O-])c2)c1	2%	?	-1%	-6	1%	-2	4%	11%	-1%
N#CC(/C(=N/S(=O)(=O)c1cccs1)c1ccccc1)c1nc2ccccc2[nH]1 (stereo not drawn)	-2%	-6%	17%	1	-4%	4	?	?	-11%
CCOC(=O)Cn1nnnc1CN(CCc1ccccc1)Cc1cc2cc(CC)ccc2[nH]c1=O	8%	21%	?	10	7%	0	-29%	?	?
O=C(COc1cccc2ccccc12)N/N=C/C=C/c1ccccc1	22%	-9%	?	?	-31%	2	15%	31%	27%
COc1ccc2[nH]cc(CCN=C3SCC(=O)N3C)c2c1	24%	-11%	2%	?	-6%	-1	-3%	-28%	15%
O=S(=O)(NCCc1cccs1)c1ccc(Br)cc1	-5%	3%	17%	-11	12%	-5	-14%	?	-8%
O=C1CCC(=O)N1c1nc2nc(-c3ccccc3)cc(=O)n2[nH]1	3%	2%	2%	8	12%	0	0%	20%	3%
Cc1oc(C(=O)O)cc1COc1ccccc1Cl	-8%	-18%	13%	-16	29%	1	-5%	14%	-5%
CN1CCN(CCNC(=O)c2cc3c(=O)n(C)c4ccccc4c3n2C)CC1	-7%	10%	?	?	11%	-9	-23%	0%	-7%
Cc1c(N2C(=O)/C(=C/c3ccc(N(C)C)cc3)N(C)C2=S)c(=O)n(-c2ccccc2)n1C	-8%	1%	-13%	-22	5.6µM*	0	-5%	-9%	-4%
O=C(NCCc1ccc(F)cc1)Nc1ccccc1	13%	?	?	-27	-14%	-10	-17%	12%	21%
CCOCCCn1c(=N)c(S(=O)(=O)c2ccc(C)cc2)cc2c(=O)n3cc(C)ccc3nc21	-3%	?	?	-4	9%	-5	-8%	?	-2%
CCOc1ccc(-c2nonc2NC(=O)c2oc3cc(C)c(C)cc3c2C)cc1OCC	nt	nt	nt	nt	-2%	4	-5%	-8%	nt
CCOC(=O)c1cn(CC(=O)Nc2ccc(CC)cc2)nn1	-2%	6%	3%	14	0%	-2	-3%	-7%	-10%
CN(C)S(=O)(=O)c1cccc(NC(=O)COC(=O)CCOc2ccccc2)c1	1%	-3%	-2%	-1	-5%	3	1%	11%	3%
CC(C)Cc1cc(C(=O)Nc2ccc(F)cc2F)no1	-5%	0%	-4%	-19	-3%	-3	-5%	-1%	11%
CCN(CC)CCNC(=O)CCc1c(C)nc2c(c(C)nn2-c2ccc(C)c(C)c2)c1C	?	15µM*	20%	-7	?	-2	?	-25%	26µM*
O=C(O)CSc1sc(=S)sc1SCC(=O)O	6%	12%	0%	0	-9%	-3	1%	7%	5%
CNC(=O)c1cc(Oc2ccc(NC(=O)c3[nH]c(-c4ccccc4)c4c3C(=O)N(C)C4=O)cc2)ccn1	20%	nt	nt	37	10%	-2	0%	0%	11%
COCCNC(=O)c1cc2nc3c(c(C(F)(F)F)n2n1)CCc1ccccc1-3	13%	?	?	-15	16%	-4	-1%	-15%	17%
CCN(CC)c1c(C)nc2ccc(C(=O)NCc3ccc4c(c3)OCO4)cn12	0%	nt	nt	-11	1%	6	0%	4%	5%
CCCCn1c(N)c(N(CCOC)C(=O)c2ccc(N(C)S(=O)(=O)c3ccc(C)cc3)cc2)c(=O)[nH]c1=O	2%	-58%[inhibitor]	3%	-9	-9%	6	8%	13%	7%
CS(=O)(=O)N1CCC(C(=O)Nc2cc(Cl)c(Cl)cc2Cl)CC1	-3%	0%	0%	19	2%	0	9%	5%	3%
COc1ccc(NC(=O)C(=O)NCc2ccco2)cc1	nt	nt	nt	nt	5%	3	25%	4%	nt
NC(=O)C(CCCCN1CCCCC1)(c1ccccc1)c1ccccc1	-1%	-11%	-3%	0	-11%	-13	-2%	21%	5%
CCOc1ccc(-n2c(-c3ccccc3)c[n+]3c2CCC3)cc1	?	16%	3%	-68*	-27%	-16	0%	?	8.2µM*
COc1cc(/C=N/NC(N)=S)ccc1OCC(=O)Nc1ccc(C)cc1	-12%	2%	3%	-21	0%	-2	1%	21%	-4%
COc1cc2c(cc1OC)C(C(=O)O)C(c1cc(Br)c(O)c(OC)c1)N(C)C2=O (stereo not drawn)	15%	-11%[9.22 µM]	-7%	-2	-15%	3	0%	?	19%
CCOC(=O)c1c(C)n(C)c2ccc(OC(=O)c3ccoc3)cc12	?	-3%	0%	-7	-2%	-3	7%	5%	0%
CCOC(=O)C1=C(O)C(=O)N(Cc2ccc(C(C)(C)C)cc2)CC1	0%	-14%	-8%	-13	?	5	-3%	-2%	1%
O=C(COc1cc(F)ccc1[N+](=O)[O-])NCCCc1ccccc1	8%	?	0%	-22	12%	7	1%	-8%	14%
Nc1cc(OCC(F)(F)F)cc([N+](=O)[O-])c1	4%	3%	0%	-10	14%	4	0%	1%	2%
O=C(NC1=C(Nc2ccc(F)cc2)C(=O)c2ccccc2C1=O)c1ccc(Cl)cc1	-13%	?	21%	30	-22%	-2	?	?	-21%
CCOc1ccc(C(=O)NC(=S)Nc2ccccc2N2CCCCC2)cc1[N+](=O)[O-]	3%	7%	9%	2	?	-2	0%	-16%	9%
O=C(Nc1ccn(Cc2ccccc2)n1)c1cccc(F)c1	-2%	-10%	-1%	-10	0%	-5	?	0%	-2%
O=C(/C=C\Nc1ccc2c(c1)OCO2)c1cccs1	?	-56%[inhibitor]	-14%	-6	-4%	3	?	-2%	6.5µM*
COc1cc(C(=O)COC(=O)C2CC2(Cl)Cl)cc(OC)c1OC (stereo not drawn)	0%	3%	-2%	5	1%	-3	-6%	7%	-7%
O=C(CSc1nnc(-c2cccnc2)n1-c1ccc(F)cc1)NCc1ccc2c(c1)OCO2	14%	-29%	-7%	-10	-5%	5	9%	7%	25%
Cc1ccc(S(=O)(=O)c2c(N)n(-c3ccccc3)c3nc4ccccc4nc23)cc1	3%	-3%	?	?	11%	-8	0%	?	0%
C[C@@H]1CN([C@H](C)CO)C(=O)c2cc(Br)cnc2O[C@@H]1CN(C)C(=O)Nc1cccc(F)c1	-1%	nt	nt	27	-4%	4	4%	15%	3%
CCc1c(C)[nH]n(CCC#N)c1=O	3%	-4%	-6%	-10	-3%	-2	0%	10%	-1%
Cc1ccc2c(CC(=O)OCc3csc(C)n3)coc2c1	6%	-4%	3%	-8	2%	1	8%	19%	-4%
COc1ccccc1N1CCN(C(=O)NCc2ccc(Cl)cc2)CC1	-12%	-24%	0%	-22	?	-3	-1%	-18%	-8%
COc1ccc(-c2noc(N(c3nc(-c4ccc(OC)c(OC)c4)no3)c3ccccc3OC)n2)cc1OC	nt	nt	nt	nt	?	-21	-6%	0%	nt
Cc1cc(C)n(CCCO)c(=O)c1C#N	21%	-8%	3%	-28	2%	4	11%	15%	4%
Cc1oc2ccc(O)cc2c1C(=O)c1ccc(F)cc1	1%	0%	10%	?	6%	5	1%	-18%	-3%
Cc1nc2ccc(NC(=O)Cc3cccc(F)c3)cc2s1	24%	1%	-6%	-3	-2%	4	16%	9%	?
CCOC(=O)c1c(NC(=O)CSc2cn(CCNC(=O)c3ccc(OC)cc3)c3ccccc23)sc2c1CCCC2	nt	nt	nt	nt	-3%	1	-2%	8%	nt
CN1CCN(C2=C(Cl)C(=O)N(c3cccc(Cl)c3)C2=O)CC1	2%	5%	?	-25	-3%	-6	12%	11%	7%
CCOC(=O)c1cnc(SCC(=O)Nc2cccc(OC)c2)nc1N	?	12%	24%	-7	-23%	7	-21%	12%	-20%
CCC1Oc2ccccc2N(CC(=O)NC2CCCCC2C)C1=O (stereo not drawn)	3%	-23%	2%	7	-14%	-2	-2%	9%	2%
COc1ccc(N/C=C2\CCOC2=O)cc1	?	-6%	9%	38	11%	0	0%	-5%	-9%
COc1ccccc1C(=O)C1CCCN(C(=O)c2cccc(Cn3cccn3)c2)C1 (stereo not drawn)	-3%	0%	4%	-1	-5%	5	0%	?	10%
Cc1ccc(NC(=O)c2nc(S(C)(=O)=O)ncc2N(Cc2cccc(F)c2)Cc2ccco2)cc1C	nt	nt	nt	nt	1%	5	2%	3%	nt
CC1CCCN(CCC(=O)Nc2ccc(F)c(F)c2)C1 (stereo not drawn)	-18%	-1%	2%	-13	-2%	-7	-3%	-7%	-3%
O=C(O)c1ccc2nc3c(nc2c1)-c1ccccc1C3=O	-1%	6%	-49%[inhibitor]	-24	-20%	0	?	?	-12%
COc1ccc(C)cc1NC(=O)C1CCCN1C(=O)OCc1ccccc1 (stereo not drawn)	3%	1%	0%	2	-16%	1	-6%	-8%	-1%
CC(C)(C)CC(C)(C)Nc1c(-c2ccc(O)cc2)nc2cnccn12	?	8%	28%	-15	3%	-11	-12%	-2%	?

Entries of single compounds, quoted from the list. Order of values: HT1080NT lethal | SW480 rerep | MCF10A rerep | IL-1B inflam inh | HEK293 tox | D3 ag | KB-3-1 cytotox | KB-V1 MDR tox | HT1080 IDH1KD tx
CC1CCCN(CCC(=O)Nc2ccc(F)c(F)c2)C1 (stereo not drawn) is entered as -18% | -1% | 2% | -13 | -2% | -7 | -3% | -7% | -3%
Cc1nc2ccc(NC(=O)Cc3cccc(F)c3)cc2s1 is entered as 24% | 1% | -6% | -3 | -2% | 4 | 16% | 9% | ?
Cc1ccc(NC(=O)c2nc(S(C)(=O)=O)ncc2N(Cc2cccc(F)c2)Cc2ccco2)cc1C is entered as nt | nt | nt | nt | 1% | 5 | 2% | 3% | nt
